NCI-60 one-dose screen, 48 h, at 10 µM unless noted. Numbers give growth in % (100 = growth as untreated, 0 = no growth, -100 = all killed).
HCC-2998 – HCC-2998 colon cancer. 79,000 tested, 4.7% active
SNB-19 – SNB-19 CNS cancer cells; 81,000 tested, 2.5% active; AID 1794751
SF-539 – SF-539 CNS cancer; 81,000 tested, 6.8% active; AID 1794752
SF-268 – SF-268 CNS cancer cells; 82,000 tested, 3.1% active
PC-3 – PC-3 prostate cancer cells. 80,000 tested, 3.9% active
DU-145 – DU-145 prostate cancer; 81,000 tested, 4.2% active; AID 1794760
SF-295 – SF-295 CNS cancer cells | 79,000 tested, 5.6% active
SNB-75 – SNB-75 CNS cancer; AID 1794750; 79,000 tested, 5% active
U251 – U251 CNS tumor cells; 80,000 tested, 5.4% active
* hit, by the source's call; nt = not tested or not shown; & = joins results of further samples; [ ] = another dose, or the depositor's remark. The calls were made as follows: active = growth percent below 10; inactive = the rest.

SMILES	HCC-2998	SNB-19	SF-539	SF-268	PC-3	DU-145	SF-295	SNB-75	U251
Cc1c(-c2ccc(Br)cc2)c(=O)oc2cc(O)ccc12	109.7	100.1	92.3	72.5	65.0	89.5	96.9	89.6	84.9
CC(=C(c1ccc(OCCN(C)C)cc1)c1ccc(OCCN(C)C)cc1)c1ccccc1	98.4	96.7	87.1	92.1	90.2	92.6	99.2	79.4	86.0
O=C1NC(C2CC3C=CC2C3)Nc2ccccc21 (configuration not stated)	103.1	112.8	104.1	93.6	104.0	109.9	85.2	98.7	101.1
Nc1cc(Cl)ccc1CN1C(=O)c2ccccc2C1=O	99.2	95.6	105.3	116.0	80.0	114.0	90.3	59.3	nt
O=C1CCCCN1CCCCC#Cc1cccc(C#Cc2cccs2)c1	77.6	56.1	88.6	72.9	51.1	129.7	96.0	68.7	107.9
COc1ccc(-c2[nH][nH]c(=O)c2-c2nc3ccccc3s2)cc1	99.6	102.5	107.9	100.9	101.7	108.5	107.0	88.9	101.5
COc1ccccc1CNCCCCCCCCCCCCN1C(=O)c2ccc3c4c(ccc(c24)C1=O)C(=O)N(CCCCCCCCCCCCNCc1ccccc1OC)C3=O	80.9	58.1	1.9*	69.4	27.7	51.2	49.4	-13.3*	-28.6*
Cc1ccc(-c2cc(NC(=S)NC(=O)c3cccs3)n[nH]2)cc1	115.6	107.3	113.7	122.3	116.4	124.8	97.6	98.8	107.4
CCC(C)NCCOC(=O)c1ccc([N+](=O)[O-])cc1 (configuration not stated)	105.1	97.9	103.3	103.3	104.3	106.4	94.1	110.4	104.4
COc1ccc(-c2nn(-c3ccc(NC(=O)Nc4cc(C(F)(F)F)cc(C(F)(F)F)c4)cc3)cc2-c2ccncc2)cc1Cl	12.3	31.5	24.6	21.8	3.3*	30.4	4.0*	34.4	11.8
CC(C)(C)NC[C@@H](O)COc1nsnc1N1CCOCC1	108.7	99.6	nt	113.9	90.4	121.4	116.2	105.4	103.7
Clc1ccc(-c2nnc(CCc3nc(-c4ccc(Br)cc4)no3)o2)cc1	108.7	109.4	100.9	101.6	103.4	114.7	109.5	105.1	103.7
CCOC(=O)C(=O)CC(=O)/C=C/c1ccccc1	126.5	108.7	107.3	104.2	100.9	100.0	101.3	92.4	101.4
COc1ccc(CCn2cncc2-c2c[nH]c3ccccc23)cc1	91.8	91.4	93.4	80.9	80.7	102.4	74.1	44.4	95.7
C/C(=N\NC(=O)c1ccncc1)c1ccc(N)cc1	105.9	94.6	98.5	99.2	85.8	107.4	99.4	88.8	97.7
Cc1cccc(NC(=O)Nc2ccc(Oc3ccc(=O)[nH]n3)cc2)c1	103.1	85.1	64.7	100.7	97.6	101.4	nt	75.0	75.0
CCCCN(CCCC)C(C)CO (configuration not stated)	104.6	107.4	100.3	102.9	96.4	109.2	97.2	85.3	100.5
CCCCCCCCC(C)OC(=O)c1nn(C(C)=O)c2ccccc12 (configuration not stated)	98.0	107.1	98.7	102.1	95.7	110.1	91.5	nt	94.7
CCOC(=O)C1=C(C)NC(C)=C(C(=O)OCC)C1(C)C	108.4	98.1	91.7	110.2	98.2	122.5	116.6	87.3	106.8
CC(Br)C(C)C(Cl)(Cl)Cl (configuration not stated)	111.3	103.3	94.4	106.7	100.5	111.3	99.1	90.3	95.6
CCCN1CCN(c2ccc3nc(-c4ccc5nc(-c6ccc(C(F)(F)F)cc6)[nH]c5c4)[nH]c3c2)CC1	-89.8*	-93.8*	-94.6*	-70.2*	-68.0*	-95.3*	-58.4*	32.5	-82.2*
O=c1c(/C=C/c2ccco2)n[nH]c(=S)n1/N=C/c1ccc([N+](=O)[O-])cc1	116.6	105.3	106.6	104.9	93.1	108.2	110.3	88.8	98.2
Cc1nc2ncc(-c3ccc4ncnc(NCc5ccccc5)c4c3)cc2[nH]1	79.2	67.7	60.6	37.6	40.8	27.4	61.5	13.0	75.4
C#CCn1cc(C=C2C(=O)NC(=O)NC2=O)c2cc(Cl)ccc21	95.6	78.8	82.5	81.1	92.0	87.6	92.6	92.9	82.1
COc1ccc(C(=O)/C=C/c2c(Cl)nc3c(c(C)nn3-c3ccccc3)c2-c2ccccc2)cc1	97.4	104.6	nt	104.2	100.5	111.9	nt	100.7	104.2
CC(=O)OC[C@]12CC[C@@H](C(=O)CBr)[C@@H]1[C@H]1CC[C@@H]3[C@@]4(C)CCCNC(C)(C)[C@@H]4CC[C@@]3(C)[C@]1(C)CC2	-83.3*[100 µM]	-93.4*[100 µM]	-81.4*[100 µM]	-65.5*[100 µM]	-76.6*[100 µM]	-94.7*[100 µM]	-85.4*[100 µM]	-98.3*[100 µM]	-88.6*[100 µM]
CCCCN1CCCCC1	111.3	102.6	104.6	106.6	93.1	114.4	90.3	100.7	97.8
O=C1c2c(nc3ccccn23)NC(=O)N2CCC[C@@H]12	104.5	104.1	91.7	100.0	93.8	100.1	100.2	96.5	95.8
O=S(=O)(O)C1(O)CCCCC1	110.4	87.8	84.0	103.6	77.6	54.1	82.5	82.3	99.3
CCOC(=O)/C(O)=C(\C=N\C(=S)Nc1ccc(Cl)c(Cl)c1)C(=O)OCC	87.9	104.0	73.9	103.8	86.9	nt	104.9	82.0	98.2
CCSc1ncnc2nc(SC)[nH]c12	100.5	113.3	100.3	93.8	94.5	101.8	100.8	79.1	100.0
O=C(O)C1C(c2ccccc2)c2ccccc2C(O)C1CO (configuration not stated)	106.3	99.8	99.7	116.2	91.5	136.0	120.3	80.7	104.7
CC(=O)NCCNC(C)=O	100.9	107.3	96.2	100.2	95.2	107.5	95.0	95.3	97.5
COc1cc(/C=C/C(=O)c2ccc(Cl)cc2)ccc1Oc1nc(Nc2ccc(F)cc2)nc(N(C)C)n1	92.1	79.7	91.3	66.6	83.4	86.6	66.3	87.4	61.1
Cc1nc2sc(C(=O)Nc3cccc(Br)c3)c(N)c2cc1C(=O)c1ccccc1	104.2	92.6	100.3	96.9	97.7	105.5	89.1	86.5	94.4
COc1ccc(/C=C/C(=O)N2C(=O)c3ccccc3S2(=O)=O)cc1OC	101.5	100.0	109.0	95.8	91.7	102.5	100.1	83.8	104.2
O=[N+]([O-])c1ccc2[nH]ccc2c1	98.8	97.9	nt	99.2	89.0	106.4	95.5	97.2	93.2
NC(N)=NC(N)=Nc1ccc2ccccc2c1	104.4	86.3	88.6	89.2	83.5	92.2	88.9	69.5	93.9
CCN(CC)S(=O)(=O)c1ccc(OC)c(NC(=O)c2[nH]c(C)c3c2CCCCC3=O)c1	42.3	45.2	36.1	68.4	nt	72.8	34.1	9.2*	43.6
NC(=S)N=Nc1ccc(O)c2c(O)ccc(O)c12	113.0	103.4	95.3	93.8	81.7	99.8	102.9	97.9	94.2

Some values from the results shown.
Nc1cc(Cl)ccc1CN1C(=O)c2ccccc2C1=O in DU-145 is listed with 114.0
CC(=O)OC[C@]12CC[C@@H](C(=O)CBr)[C@@H]1[C@H]1CC[C@@H]3[C@@]4(C)CCCNC(C)(C)[C@@H]4CC[C@@]3(C)[C@]1(C)CC2 in SNB-75 is listed with -98.3*[100 µM]
Cc1c(-c2ccc(Br)cc2)c(=O)oc2cc(O)ccc12 in U251 is listed with 84.9
CC(C)(C)NC[C@@H](O)COc1nsnc1N1CCOCC1 in PC-3 is listed with 90.4
C#CCn1cc(C=C2C(=O)NC(=O)NC2=O)c2cc(Cl)ccc21 in U251 is listed with 82.1

Next entries follow.
SMILES	HCC-2998	SNB-19	SF-539	SF-268	PC-3	DU-145	SF-295	SNB-75	U251
COc1cccc2c1C=C1CCCCC3=Cc4c(OC)cccc4OC13O2	71.1	51.3	39.4	50.8	33.7	63.5	27.2	-18.1*	30.9
Cn1c(O)c(N=NC(=O)c2cc3ccccc3[nH]2)c2ccccc21	94.3	96.5	96.6	95.9	94.0	104.9	93.1	77.7	103.1
NCCCCC1(CCCCN)OCCO1	106.1	102.0	119.7	107.8	94.1	111.6	109.1	88.7	103.8
CC(=O)c1c(C)c(C)cc(C)c1C	98.7	95.0	102.1	117.3	106.0	119.6	95.9	84.4	93.1
CC(C)(C)COC(=O)C(C)(C)C	111.8	105.8	98.4	112.6	96.8	116.5	nt	112.7	103.5
COc1ccc2c(c1)oc1c(C)c3c(c(C)c12)C(=O)N(Cc1ccccc1)C3=O	95.1	101.1	100.7	97.4	87.0	105.7	108.9	103.5	97.6
CC(=O)Nc1ccccc1S(=O)(=O)O	109.3	99.9	106.4	113.2	92.4	nt	112.9	84.7	98.8
Cc1ccc(/C=C/CC(=O)Nc2ccc(C(=O)Nc3ccc(F)cc3N)nc2)cn1	31.4	60.0	40.8	45.2	42.9	34.9	49.1	36.7	44.9
CCN(CC)c1ccc(C=Nc2ccnc3ccc(OC)cc23)cc1	105.6	99.5	102.9	99.8	95.5	115.4	115.8	93.4	104.5
COc1ccc(/C=C2/N=C(c3cnccn3)N(c3cccc4cccnc34)C2=O)cc1	95.7	91.1	90.5	91.8	85.8	100.0	96.9	70.5	104.3

Only SF-295, SNB-19 and PC-3 (two entries from above):
SMILES	SF-295	SNB-19	PC-3
NCCCCC1(CCCCN)OCCO1	109.1	102.0	94.1
COc1ccc2c(c1)oc1c(C)c3c(c(C)c12)C(=O)N(Cc1ccccc1)C3=O	108.9	101.1	87.0

Going on with the list.
SMILES	HCC-2998	SNB-19	SF-539	SF-268	PC-3	DU-145	SF-295	SNB-75	U251
O=C(O)c1ccc(-c2nn(-c3ccc(C(=O)O)cc3)cc2CNc2ccc(F)cc2)cc1	94.0	100.7	96.2	97.5	105.1	103.5	96.4	90.4	97.4
O=C(O)Cc1ccc(I)cc1	109.9	102.3	102.1	101.2	103.2	99.4	105.0	109.9	101.8
COc1cc(-c2cc(=O)c3ccccc3n2C)cc(OC)c1OC	104.3	97.2	105.5	100.9	99.0	113.2	98.7	90.1	88.2
O=C(CCCC(=O)Nc1ccc(NC(=O)Nc2ccc(Cl)c(C(F)(F)F)c2)cc1)NOCc1ccccc1	101.2	87.5	75.1	85.8	74.8	108.7	92.0	82.6	63.5
CC(=O)n1c(/C(C#N)=C/c2ccc(N(C)C)cc2)cc2ccccc21	50.5	35.8	17.1	56.9	39.4	35.8	7.4*	-6.2*	36.4
COc1ccccc1/C=C/C(=O)CCC(=O)O	114.2	113.8	97.5	111.3	94.5	107.6	105.0	98.5	107.1
CC(C)(C)n1cc(-c2ccnc(NCCCNS(=O)(=O)c3ccc(C(F)(F)F)cc3)n2)c(-c2ccc(F)c(O)c2)n1	103.1	89.8	73.5	70.1	32.8	79.4	78.5	102.4	77.5
COc1nc2c(c(=O)[nH]1)C(c1ccc(Oc3ccnc4cc(Cl)ccc34)c(OC)c1)C=C(c1ccc(Cl)cc1)N2 (configuration not stated)	87.3	78.5	98.9	84.6	77.8	95.2	98.4	74.9	84.2
N#Cc1c(NCc2ccccc2F)sc2c1CCCC2	99.3	98.0	106.9	103.5	99.5	113.4	105.6	107.1	102.7
CCC1=Cc2cc(Cl)ccc2OC12C=Cc1cc(Cl)ccc1O2 (configuration not stated)	102.8	100.0	98.6	105.7	96.9	120.6	101.5	103.6	103.1
Clc1nc(N2CCC[N+]3(CC2)CC[N+]2(CCCNCC2)CC3)nc(N2CCC[N+]3(CC2)CC[N+]2(CCCNCC2)CC3)n1 (configuration not stated)	97.9	111.7	87.5	76.8	100.7	91.0	103.8	123.2	91.7
CCCCCCCCCCCCCCCCNC(=O)Nc1ccc(Br)cc1	nt	107.1	109.1	119.8	98.7	108.4	113.2	105.5	91.7
O=C(O)CC(C(=O)O)/C(=C\c1ccccc1)c1ccccc1 (configuration not stated)	107.8	108.8	122.1	113.1	96.6	138.9	114.5	83.2	99.8
COc1ccc2c(c1)Sc1c(ccc3ccccc13)N2CCCN(C)C	96.7	96.8	89.2	76.1	51.3	107.2	90.9	63.1	80.5
Nc1ncnc2c1N=C(c1ccc(Cl)cc1)CC(c1ccc3c(c1)OCO3)N2 (configuration not stated)	nt	86.4	88.3	91.1	85.2	109.3	128.4	85.7	92.8
O=S(=O)(Nc1ccc(I)c(Cl)c1)c1ccc(-c2cnc(C3CC3)o2)cc1	59.1	42.7	10.9	59.4	20.4	19.5	12.2	-13.0*	31.0
OC1COCOC1C(O)C1OCOCC1O (configuration not stated)	105.7	103.8	108.7	98.5	90.1	120.5	103.6	89.5	107.6
CC(C)(N=Nc1ccc([N+](=O)[O-])cc1)[N+](=O)[O-]	58.3	92.4	70.3	75.8	68.5	73.2	73.5	105.1	72.2
CCCCc1cncc(CCCC)c1	87.6	100.1	103.9	114.1	94.2	122.3	97.0	97.8	92.7
Cc1ccccc1N=C1C(=O)Nc2ccccc21	94.8	99.2	103.0	103.5	97.7	116.3	103.5	88.6	98.9
Cc1cccc(NC(=O)c2sc3nc4c(cc3c2N)CCCC4)c1C	22.8	26.2	-12.2*	34.9	21.2	19.6	6.9*	10.8	15.1
CC(C)(O)c1cccc(I)c1	97.8	103.5	101.9	93.8	98.8	97.3	105.0	100.6	94.4
C=C(CC)C(=O)c1ccc(OCC(=O)O)c(Cl)c1Cl	101.0&100.1	103.9&98.3	71.1&64.6	111.6&106.7	88.9&97.6	108.7&93.3	106.5&111.8	95.3&97.4	92.7&87.1

Compound profiles, from the list above:
`OC1COCOC1C(O)C1OCOCC1O` (configuration not stated) is entered as HCC-2998: 105.7; SNB-19: 103.8; SF-539: 108.7; SF-268: 98.5; PC-3: 90.1; DU-145: 120.5; SF-295: 103.6; SNB-75: 89.5; U251: 107.6
`C=C(CC)C(=O)c1ccc(OCC(=O)O)c(Cl)c1Cl` is entered as HCC-2998: 101.0&100.1; SNB-19: 103.9&98.3; SF-539: 71.1&64.6; SF-268: 111.6&106.7; PC-3: 88.9&97.6; DU-145: 108.7&93.3; SF-295: 106.5&111.8; SNB-75: 95.3&97.4; U251: 92.7&87.1
`CCCCc1cncc(CCCC)c1` is entered as HCC-2998: 87.6; SNB-19: 100.1; SF-539: 103.9; SF-268: 114.1; PC-3: 94.2; DU-145: 122.3; SF-295: 97.0; SNB-75: 97.8; U251: 92.7
